# Screens from PubChem.
# Runt-CBFb FRET: Runt domain-CBFb interaction inhibition. Q01196+Q13951. Cerulean-Runt/Venus-CBFb FRET ratio 530/480, 1 h. inhibition, % at 20 µM. actives 0.46% (n = 220,000);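 active = inhibition over about 50% at 20 µM in the single-dose screen, limit read from the data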;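 note: 0% = DMSO wells and 100% = excess unlabeled CBFb competitor control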
#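 test system = Cerulean-tagged RUNX1 Runt domain (FRET donor) fusion protein | reagent = Venus-CBFb binding partner, 100 nM | incubation = protein complex preformed 1 h, compound exposure 1 h, room temperature, dark | detection = FRET fluorescence | read-out basis = loss of energy transfer signal | controls = 5 µM unlabeled CBFb as full-inhibition high control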
# FXIa inh 1536: factor XIa (human) inhibition | actives 0.14% (n = 220,000) | purified FXIa, Boc-Glu-Ala-Arg-AMC fluorogenic substrate | P03951 | inhibition, % at 5 µM;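 active = inhibition of at least 40%; inactive = inhibition below 40%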;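 note: fluorescence of freed AMC excited at 355 nm; 0% = enzyme without compound and 100% = no enzyme blank; many of its hits are not listed in these tables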
# Wee1 stabilizer: inhibitors of human Wee1 degradation; HeLa Luc-Wee1K328M stability, luciferase luminescence; 100% = proteasome inhibitor MG132 effect; reporter increase, % at 5 µM; actives 1.2% (n = 220,000); AID 1321;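 active = activation above the mean of all tested compounds plus 3 SD, set per screening run, cut at about 8.8% in these data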;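 note: cells exposed to compound for 20 h before luminescence read; 0% = DMSO alone and 100% = MG132 at 30 µM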
# Hck Nef HTS: inhibitors of human Hck kinase activated by Nef; inhibition, % at 20 µM; AID 463187; P08631; Recombinant Hck-YEEI plus Nef, Z-Lyte FRET kinase assay; actives 0.68% (n = 220,000);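 active = Hck-Nef kinase inhibition above about 50%, limit read from the data; inactive = inhibition below that limit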;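 note: 0% = DMSO with Hck plus Nef and 100% = Hck alone without Nef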
# Target sequence (P08631 whole entry, looked up): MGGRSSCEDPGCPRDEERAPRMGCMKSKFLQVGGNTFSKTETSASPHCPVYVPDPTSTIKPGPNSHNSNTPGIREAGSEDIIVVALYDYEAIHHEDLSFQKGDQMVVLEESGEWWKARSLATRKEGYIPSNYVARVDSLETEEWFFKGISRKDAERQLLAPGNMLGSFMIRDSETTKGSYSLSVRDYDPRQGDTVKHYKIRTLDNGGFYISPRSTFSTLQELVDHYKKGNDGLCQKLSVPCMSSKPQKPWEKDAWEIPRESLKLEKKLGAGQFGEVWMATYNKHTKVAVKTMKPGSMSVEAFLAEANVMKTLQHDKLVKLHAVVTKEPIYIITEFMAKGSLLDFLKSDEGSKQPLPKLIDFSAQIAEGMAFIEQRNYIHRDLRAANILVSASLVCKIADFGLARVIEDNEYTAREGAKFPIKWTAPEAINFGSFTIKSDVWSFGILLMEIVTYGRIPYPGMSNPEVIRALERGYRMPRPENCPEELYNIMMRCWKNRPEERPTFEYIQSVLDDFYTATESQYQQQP
# FXIIa inh 1536: blocks human coagulation factor XIIa protease activity; P00748; purified FXIIa, Boc-QGR-AMC fluorogenic substrate, 2 h; inhibition, % at 5 µM; actives 0.3% (n = 220,000); in the data active = inhibition above about 40%;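 note: 0% = enzyme with no compound and 100% = blank without enzyme; many of its hits are not listed in these tables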
# Runt-SMMHC FRET: Runt domain-CBFb-SMMHC interaction inhibition. Q01196+Q13951. Cerulean-Runt/Venus-CBFb-SMMHC FRET ratio 530/480, 1 h. inhibition, % at 20 µM. actives 0.74% (n = 220,000);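 active = mean inhibition across duplicate retests at 20 µM reaching about 50%, limit read from the data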;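 note: 0% = DMSO wells and 100% = wells with excess untagged CBFb-SMMHC; inhibitors lower the FRET ratio by blocking Runt binding to CBFb-SMMHC; some results filed as inactive read as strong as hits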
# 14-3-3 Bad PPI: disrupts binding of bovine 14-3-3 zeta to phospho-Bad peptide. P63103. TR-FRET 14-3-3zeta/Dy647-pBad peptide displacement, 1 h. AID 781. actives 0.71% (n = 220,000). inhibition, % at 21.7 µM;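 active = inhibition above about 70%, limit read from the data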;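 note: 0% = full 14-3-3 plus peptide FRET controls and 100% = background without 14-3-3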
# Target sequence (P63103 whole entry, looked up): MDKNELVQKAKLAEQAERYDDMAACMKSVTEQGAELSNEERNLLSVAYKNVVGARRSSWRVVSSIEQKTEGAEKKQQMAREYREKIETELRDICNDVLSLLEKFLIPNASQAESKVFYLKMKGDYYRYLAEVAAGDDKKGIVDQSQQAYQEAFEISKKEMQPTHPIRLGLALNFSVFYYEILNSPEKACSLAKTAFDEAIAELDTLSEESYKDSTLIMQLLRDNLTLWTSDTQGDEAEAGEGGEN
# hK5 inh: blocks human kallikrein 5 protease activity; recombinant hK5, fluorogenic AMC substrate cleavage; inhibition, % at 5 µM; actives 0.59% (n = 210,000); AID 873;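 active = inhibition of 40% or more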;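 note: 0% = enzyme controls without compound and 100% = no-enzyme blanks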
# Target sequence (Q9Y337 67-293 limits assumed): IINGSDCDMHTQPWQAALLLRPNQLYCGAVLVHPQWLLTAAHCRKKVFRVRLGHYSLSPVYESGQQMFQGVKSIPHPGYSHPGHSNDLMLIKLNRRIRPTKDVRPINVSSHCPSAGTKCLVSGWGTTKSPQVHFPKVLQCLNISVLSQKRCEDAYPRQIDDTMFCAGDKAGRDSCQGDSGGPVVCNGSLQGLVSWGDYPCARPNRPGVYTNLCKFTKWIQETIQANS
# thrombin 1536: thrombin (human) inhibition; actives 0.26% (n = 220,000); alpha-thrombin, Boc-VPR-AMC fluorogenic substrate cleavage; AID 1046; inhibition, % at 5 µM;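 active = inhibition at or above 40%; inactive = inhibition below 40%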;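 note: 0% = enzyme with no compound and 100% = wells without enzyme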
#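 System: human alpha-thrombin protein; Compound dosing: one concentration per compound, 5 µM, with 0.2% DMSO; Timing: reaction at room temperature; Technique: AMC fluorescence, 355/460 nm; Controls: enzyme without compound as high, wells lacking enzyme as low.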
# An asterisk follows results filed as active; / = not tested or not shown; [ ] = dose if it differs, or a comment. Outcome played no part in choosing rows; 4.2% or so of the library scored in one or more.
SMILES,Runt-CBFb FRET,FXIa inh 1536,Wee1 stabilizer,Hck Nef HTS,FXIIa inh 1536,Runt-SMMHC FRET,14-3-3 Bad PPI,hK5 inh,thrombin 1536
COc1ccc(OC)c(NC(=O)C2CCCCC2)c1,0.5,1.2,0.9,1.9,3.4,-2.8,-3.8,-13.2,-7.0
COCC1CCN(Cc2cn(C)nc2-c2cccc(Cl)c2)C1 (stereo not drawn),0.7,2.6,-0.2,16.6,9.7,2.7,1.5,6.7,3.1
Cc1cc(C(=O)Nc2cnc3ccccc3c2)ccc1[N+](=O)[O-],0.7,-0.6,9.1*,-4.1,-0.9,-1.2,6.4,-2.8,-12.3
CCN(CC)S(=O)(=O)c1ccc(N2CCOCC2)c(NC(=O)COc2ccccc2C#N)c1,-2.1,3.5,0.4,-11.3,5.9,-6.0,-2.7,-1.0,-4.9
CCOC(=O)c1cc(C(=O)NCc2ccc(Cl)cc2Cl)nn1C,-6.0,1.6,-1.6,0.3,4.1,-1.8,-1.6,-6.0,-2.9
Cc1cc(=O)[nH]c(SCC(=O)c2ccc(C(C)C)cc2)n1,0.6,3.4,0.8,0.1,16.0,-10.7,8.7[fluorescence artefact?],9.2,5.0
COC(=O)c1cc(Nc2cc(C)c3c(O)cccc3n2)cc(C(=O)OC)c1,-0.3,2.7,2.6,11.8,13.7,-6.2,6.7,2.3,0.9
CC(=O)N1CCc2cc(S(=O)(=O)CCC(=O)NCc3ccc4c(c3)OCO4)ccc21,0.7,-19.0,-0.8,4.6,12.8,0.8,7.4,3.6,0.8
CC1=C(SCCC#N)S/C(=C2\SC(C)=C(SCCC#N)S2)S1,0.9,4.2,4.0,15.7,7.2,9.8,-3.4[fluorescence artefact?],-13.8,-1.2
CCc1nc(N[C@H](C(=O)O)C(C)C)c2oc3ccccc3c2n1,0.6,-16.1,-0.2,4.4,2.4,0.7,4.9,15.2,-6.1
O=C(Nc1ccccc1)N(Cc1ccccc1)Cc1ccccc1,-2.1,1.6,-0.7,0.6,12.3,3.5,-1.9,-11.8,1.7
c1ccc(-c2ccc(OCCCNC3CCCC3)cc2)cc1,2.6,-9.3,4.7,20.5,15.5,-1.6,14.1,-5.5,3.0
Cc1c(N(C(=O)c2cc(=O)[nH]c3ccccc23)C(C)C)c(=O)n(-c2ccccc2)n1C,1.2,-2.4,1.4,-0.6,0.0,-0.7,-9.2[fluorescence artefact?],-21.1,-9.7
Cc1ccc(NC(=O)Nc2ccc(F)c(Cl)c2)cc1,-1.4,15.6,-2.8,-18.0,6.1,-1.1,-0.1,-9.3,-1.2
Cc1cc(C)c(NC(=O)COc2ccccc2C(=O)Nc2ccc3c(c2)oc2ccccc23)c(C)c1,-1.8,-2.9,-0.3,-2.7,-2.2,2.7,6.0,2.6,-0.2
COc1ccc(C(Nc2ccccn2)c2c(NC(=O)c3ccco3)sc(C)c2C)cc1OC (stereo not drawn),-2.0,-1.1,-0.4,4.5,-1.4,-1.5,-6.2,-7.6,-6.2
CC1Cc2ccccc2N1CC(=O)NC(=O)NCc1ccccc1 (stereo not drawn),-1.0,0.5,1.2,25.3,5.8,2.1,-5.2,1.4,2.0
CSc1ncccc1C(=O)N1CCCC(C(=O)c2cc(F)ccc2F)C1 (stereo not drawn),-0.1,3.8,4.3,3.1,10.7,2.1,-10.0,/,0.0
Cc1cc(-c2ccccc2)c2c(=O)[nH][nH]c2n1,-0.7,6.0,-0.3,0.0,7.2,0.6,0.2,-5.7,-4.9
CN(C)S(=O)(=O)c1ccc(Cl)c(NC(=O)COC(=O)c2ccc(O)cc2)c1,1.1,-1.0,6.8,18.6,7.1,1.2,-11.8,1.1,11.4
COC(=O)c1ccccc1NC(=S)NC(=O)c1ccccc1F,-0.9,-1.8,-1.2,1.0,-0.9,-0.8,-9.1[fluorescence artefact?],-9.1,-8.3
Cn1nc(-c2ccc(C(=O)Nc3ccc(F)cc3)cc2)c2ccccc2c1=O,-1.7,-2.5,-1.0,11.1,9.3,1.6,41.5,2.5,-11.3
COc1ccccc1CN(C)C(=O)C1COc2ccccc2O1 (stereo not drawn),-0.3,-1.1,-2.7,0.8,9.8,61.3,-0.5,1.3,-0.9
O=C(CCC(=O)OCC(=O)c1cccc([N+](=O)[O-])c1)Nc1ccccc1Cl,2.5,-0.1,-1.2,0.4,-18.3,0.9,-7.7,-16.5,-3.5
COC(=O)C1=CN(C(C)C)C=C(C(=O)OC)C1c1cc(Br)c(OC)c(OC)c1,114.5*,0.2,-0.5,61.0*,-1.6,75.1*,-2.3,-35.9,-9.2
# The list goes on:
SMILES,Runt-CBFb FRET,FXIa inh 1536,Wee1 stabilizer,Hck Nef HTS,FXIIa inh 1536,Runt-SMMHC FRET,14-3-3 Bad PPI,hK5 inh,thrombin 1536
c1cc(-c2nsc(-c3ccncc3)n2)ccn1,34.0,-1.8,0.6,-13.2,8.8,0.2,-3.0,-2.7,-0.3
CCCC(=O)Nc1cccc(NC(=O)c2ccccc2Br)c1,1.6,-4.9,-2.5,0.7,8.5,-1.4,4.6,-0.9,-4.6
Cc1onc(-c2ccccc2Cl)c1C(=O)Nc1ccc(S(=O)(=O)NCC2CCCO2)cc1 (stereo not drawn),-1.2,-2.8,1.4,1.8,13.2,-4.6,5.2,-14.5,0.8
Cc1onc(-c2ccccc2)c1C(=O)Nc1cccc(C#N)c1,-1.4,2.1,7.0,-1.7,10.1,0.3,-2.8,-22.8,-4.1
O=C(COc1ccccc1)Nc1cccc(-c2nc3ccccc3[nH]2)c1,-1.4,3.2,5.2,4.6,12.1,-3.4,-5.0,-13.2,0.9
Cc1ccc(C)c(NC(=O)CSc2c(C)n[nH]c2C)c1,-0.5,2.0,-3.9,11.9,5.9,-1.0,-3.2,-0.2,1.8
O=C(NNC(=O)c1ccccc1Br)c1ccc(Cl)cc1,-0.1,0.5,-2.0,-1.1,11.7,-2.2,12.6,-21.6,-4.4
COc1cc(S(=O)(=O)N(Cc2cccnc2)Cc2cccc(OC)c2OC)ccc1-n1cnnn1,0.9,-4.7,3.8,16.4,3.1,1.0,3.2,-3.1,-8.3
CC(=O)Nc1cccc(NC(=O)CSc2nc(C)c(C)c(C)c2C#N)c1,0.6,1.1,0.9,3.2,-8.5,-0.1,0.1,-13.2,0.1
CCOc1ccc(NC(=O)CSc2nnc(C)n2CCCOC)cc1,-0.8,-2.2,0.0,1.3,9.5,1.5,3.1[fluorescence artefact?],-6.0,-4.4
CCOC(=O)Cn1nc(-c2ccccc2)c2ccccc2c1=O,-1.2,-5.8,-2.1,-1.6,2.8,2.6,5.3[fluorescence artefact?],-4.3,-7.8
Cc1nc(-c2nc(CC(=O)NNC(=O)c3ccc(Cl)cc3)cs2)cs1,2.6,-0.3,-2.6,13.4,3.1,-5.0,5.2,0.9,-9.6
O=C(CC1SCCNC1=O)Nc1cccc(C(F)(F)F)c1 (stereo not drawn),-1.7,5.3,6.1,0.6,-4.0,5.0,0.8,6.0,-17.8
CCC(C)(C)n1nnnc1C(c1cc2cc3c(cc2[nH]c1=O)OCO3)N1CCCCC1 (stereo not drawn),-5.3,-14.8,-1.8,1.7,16.8,-12.8,9.5,2.3,0.0
S=C(NCCc1ccccc1)Nc1cnc2ccccc2c1,-0.9,6.3,6.6,30.7,9.2,1.4,-26.7,-1.7,-2.1
CCC(C)(C(=O)NC1CCCC1)N(C(=O)CNC(C)=O)c1ccc(C)cc1 (stereo not drawn),2.5,-3.7,2.4,-0.1,-3.9,-0.2,-5.5,-15.1,-3.5
COc1ccccc1NC(=O)c1ccc(-c2ccc(Br)cc2)o1,0.3,1.6,0.9,1.2,11.5,1.6,-1.7,-9.2,0.9
COc1cc(NC(=O)c2cc3c(=O)n(C)c4ccccc4c3n2C)cc(OC)c1OC,-0.4,-4.6,-1.7,0.1,-4.3,3.7,1.0,12.0,-6.6
CN(CC(=O)N1CC(=O)N(CCc2ccccc2)C(=O)C1)S(=O)(=O)c1cccc2nsnc12,0.9,4.9,0.5,2.6,14.2,1.9,-0.7[fluorescence artefact?],-13.9,2.1
CCOC(=O)CSc1[nH]c2cc(OC)ccc2c1[N+](=O)[O-],7.8,-0.3,-3.2,16.9,6.1,8.6,-4.0,3.3,-2.9
CC(=O)C1=NOC(CNc2ncc(C(F)(F)F)cc2Cl)C1 (stereo not drawn),-0.1,6.8,-3.0,-30.0,8.3,1.5,-3.0,-11.7,-1.6
CCN(CC)S(=O)(=O)c1cccc(C(=O)N[C@H](C(=O)Nc2nc3ccc(F)cc3s2)C(C)C)c1,0.6,-2.9,0.3,0.9,11.0,2.4,3.0,-3.2,-10.6
COc1ccc2c(c1)[nH]c(=O)c1sc3ccccc3c12,-4.7,4.9,-1.4,1.5,14.5,-12.4,-6.7,-19.8,3.0
Cc1cc2nn(-c3ccccc3)nc2cc1NC(=O)c1cccs1,0.3,-14.4,0.5,2.0,-15.1,-0.2,24.4[fluorescence artefact?],-19.3,-5.0
Cc1nc2c(C(=O)N3CCCCC3)cnn2c(C)c1Cc1ccccc1F,-2.2,5.0,1.9,-1.6,19.1,-6.4,-19.4,-5.1,2.6

# Full records as entered above. Screens in order: Runt-CBFb FRET | FXIa inh 1536 | Wee1 stabilizer | Hck Nef HTS | FXIIa inh 1536 | Runt-SMMHC FRET | 14-3-3 Bad PPI | hK5 inh | thrombin 1536
# Listed for CC(=O)Nc1cccc(NC(=O)CSc2nc(C)c(C)c(C)c2C#N)c1 → 0.6 | 1.1 | 0.9 | 3.2 | -8.5 | -0.1 | 0.1 | -13.2 | 0.1
# Listed for Cc1nc2c(C(=O)N3CCCCC3)cnn2c(C)c1Cc1ccccc1F → -2.2 | 5.0 | 1.9 | -1.6 | 19.1 | -6.4 | -19.4 | -5.1 | 2.6

# Later entries:
SMILES,Runt-CBFb FRET,FXIa inh 1536,Wee1 stabilizer,Hck Nef HTS,FXIIa inh 1536,Runt-SMMHC FRET,14-3-3 Bad PPI,hK5 inh,thrombin 1536
CCOc1ccc(C(=O)Nc2cc(S(=O)(=O)Nc3ccccc3Cl)ccc2N2CCOCC2)cc1,-2.3,2.7,1.6,2.1,10.4,-5.6,-9.2,-20.0,2.0
CC1CC(C)CN(C(=O)c2ccc(N3CC4CC(C3)c3cccc(=O)n3C4)c([N+](=O)[O-])c2)C1 (stereo not drawn),-1.0,0.3,4.7,3.5,5.3,-0.5,-19.0[fluorescence artefact?],-19.6,-4.2
Cc1cc(C(F)F)n2nc(C(=O)Nc3sc4c(c3C#N)CCC(C)C4)nc2n1 (stereo not drawn),-7.4,-4.0,-1.7,-1.1,4.2,-1.5,1.5[fluorescence artefact?],-3.8,4.4
CCOC(=O)C1CCN(C(=O)c2ccccc2NC(=O)c2ccc(Cl)cc2)CC1,0.6,3.4,0.0,2.9,13.1,1.6,-5.6,-20.9,-0.5
CC1CCCCN1C(=O)Cn1nnc(-c2cccnc2)n1 (stereo not drawn),-7.2,-7.5,0.1,-1.0,4.8,-24.2,-7.8,7.9,-5.4
Cn1cnnc1SCC(=O)c1ccc2c(c1)OCO2,1.3,3.2,0.3,3.2,10.6,-2.2,11.1,0.8,2.8
CCCN(CC1CC1)C(=O)CSc1ncnc2sc(C)c(C)c12,-0.6,-11.4,0.3,1.8,15.4,-0.7,13.4,7.0,3.5
Cc1ccc(OCCC(=O)OCC(=O)N2c3ccccc3CC2C)cc1 (stereo not drawn),-0.4,16.8,-1.4,-0.8,23.9,1.6,8.7,-6.8,1.4
